Compound activity: PubChem, several laboratories
KCNQ1 pot: potentiators or activators of KCNQ1 channel, primary screen, cell-based, thallium flux, high-throughput | Potassium voltage-gated channel subfamily KQT member 1 (Homo sapiens), P51787 | actives 0.35% (n = 310,000) | CHO-K1 KCNQ1, thallium flux FluxOR fluorescence; active compounds read high | B-score at 10 µM;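 active = fluorescence ratio B-score, a plate-corrected score, at least three library SD, with initial intensity B-score within 5 SD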
Target sequence (P51787 whole entry, looked up): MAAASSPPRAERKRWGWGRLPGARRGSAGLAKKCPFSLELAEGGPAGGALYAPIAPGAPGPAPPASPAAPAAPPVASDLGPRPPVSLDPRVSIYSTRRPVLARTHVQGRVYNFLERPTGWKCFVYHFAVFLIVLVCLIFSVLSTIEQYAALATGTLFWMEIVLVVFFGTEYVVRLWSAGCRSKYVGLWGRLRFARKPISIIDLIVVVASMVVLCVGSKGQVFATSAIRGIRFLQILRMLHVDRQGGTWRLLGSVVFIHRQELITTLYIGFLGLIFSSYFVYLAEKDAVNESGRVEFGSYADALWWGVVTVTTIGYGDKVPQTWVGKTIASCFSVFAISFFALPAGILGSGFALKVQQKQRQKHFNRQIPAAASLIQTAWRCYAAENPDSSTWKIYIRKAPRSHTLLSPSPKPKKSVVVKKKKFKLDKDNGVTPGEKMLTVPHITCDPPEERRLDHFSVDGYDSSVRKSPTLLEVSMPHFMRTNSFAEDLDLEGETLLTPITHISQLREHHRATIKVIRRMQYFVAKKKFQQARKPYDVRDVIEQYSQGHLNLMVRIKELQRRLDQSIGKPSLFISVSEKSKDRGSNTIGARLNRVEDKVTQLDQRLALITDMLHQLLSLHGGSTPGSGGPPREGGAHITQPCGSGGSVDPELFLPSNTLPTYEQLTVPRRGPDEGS
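assay system = KCNQ1-transfected CHO-K1 cells | medium = assay buffer with matched DMSO | probe or stimulus = depolarizing K+/Tl+ stimulus, K2SO4 and Tl2SO4 each 12.5 mM in 5x stock | dosing = single dose | incubation = dye 90 min, compound 20 min, room temperature | detection = kinetic FluxOR fluorescence, 10 s baseline plus 110 s post-stimulus | evaluation = ratio B score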
RGS4 inh: RGS4 inhibitors, primary screen, cell-based, HEK293 M3R inducible RGS4, calcium flux | actives 0.45% (n = 310,000) | Regulator of G-protein signaling 4 (Homo sapiens), P49798 | B-score at 10 µM | AID 463165, 2010 | Fluo-4 calcium flux; active compounds read high; triggered by carbachol at its EC20;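 active = B-score, a plate-corrected calcium signal, over three deviations above library mean, with baseline fluorescence within five deviations of library mean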;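 note: RGS4 expression induced by doxycycline in cells with stable M3 receptor; B-score is computed from the integrated fluorescence ratio over baseline after carbachol; higher B-score means a larger calcium signal and so more RGS4 inhibition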
PolyA inhibitor: polyadenylation inhibitors in yeast reporter cells, primary screen, luminescence, S. cerevisiae. calls only at 12 µM. S. cerevisiae SKY197-pL101 polyadenylation reporter, beta-gal luminescence; efflux-impaired pdr1/pdr3 knockout yeast; score 100 = 6 SD above DMSO. actives 0.02% (n = 300,000);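 active = lowest replicate activity score at least 50, where 100 means six control SD above control mean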;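 note: yeast exposed to compound for 9 h at 30 °C; higher score means more reporter readthrough which indicates perturbed polyadenylation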
KCNQ1 block: inhibitors of human KCNQ1 channel, primary screen, cell-based, thallium flux, high-throughput; B-score at 10 µM; actives 1.3% (n = 310,000); CHO-K1 KCNQ1, FluxOR thallium flux fluorescence; active compounds read high;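 active = compounds whose thallium flux B-score, printed positive for inhibition, exceeds three library SD while starting fluorescence stays within three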;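 note: channel opened by potassium depolarization with thallium stimulus after 20 min compound exposure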
KCNK3 inh: human KCNK3 channel inhibitors, primary screen, CHO cells, FluxOR thallium flux, B-score; actives 0.84% (n = 340,000); FluxOR fluorescence; active compounds read low; B-score at 10 µM;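 active = B-score under library mean minus 4 SD, starting fluorescence ratio at most library mean plus 5 SD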;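 note: more negative B-score means stronger inhibition of thallium flux through KCNK3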
Target sequence (O14649 whole entry, looked up): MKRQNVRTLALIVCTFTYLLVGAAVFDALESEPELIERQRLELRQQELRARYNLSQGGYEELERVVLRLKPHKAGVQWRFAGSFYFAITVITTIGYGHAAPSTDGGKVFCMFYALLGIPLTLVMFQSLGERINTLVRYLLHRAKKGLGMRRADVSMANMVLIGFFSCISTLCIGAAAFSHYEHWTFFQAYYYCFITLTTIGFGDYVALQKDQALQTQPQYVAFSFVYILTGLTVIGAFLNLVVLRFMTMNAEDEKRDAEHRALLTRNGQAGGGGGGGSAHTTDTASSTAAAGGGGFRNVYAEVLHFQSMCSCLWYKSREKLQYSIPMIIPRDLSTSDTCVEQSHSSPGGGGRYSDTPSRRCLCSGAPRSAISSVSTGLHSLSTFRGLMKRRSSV
hERG rescue: hERG rescue from dofetilide block, primary screen, cell-based, CHO-hERG, FluxOR thallium flux, dofetilide IC70; actives 0.51% (n = 310,000); dofetilide IC70 present; Voltage-gated inwardly rectifying potassium channel KCNH2 (Homo sapiens), Q12809; activation (rescue from dofetilide block), less the hit threshold, % at 10 µM; AID 1511, 2009;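 active = activation above the mean of controls blocked by dofetilide plus 5 SD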;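 note: thallium influx through hERG after potassium depolarization seen as dye fluorescence rise; in these data hits start at about 4.7%; inactives centre near -7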
GSK3B inh: human GSK3beta kinase inhibitors, primary screen, biochemical, cell-free homogeneous, HTS. GST-GSK3beta kinase, ADP-Glo luminescence, 60 min; active compounds read low. activity score (negative = inhibition), % at 10 µM. actives 0.038% (n = 300,000);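 active = more than half of replicate wells score below -50%, meaning over 50% inhibition versus plate controls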;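 note: 0% = median DMSO wells and -100% = median GW8510 positive control wells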
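test system = GST-tagged human GSK3beta kinase, cell-free | reagent = 25 µM ATP with peptide substrate | dosing = one dose of 10 µM per compound | schedule = 60 min reaction, RT | detection = luminescent ADP-Glo measurement of ADP formed | control set = DMSO neutral wells and GW8510 at 20 µM as positive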
RGS4 pot: RGS4 potentiators or activators, primary screen, cell-based, HEK293 M3R inducible RGS4, calcium flux; actives 0.92% (n = 310,000); carbachol calcium flux Fluo4; active compounds read low; B-score at 10 µM;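 active = B-score of the integrated calcium signal more than 4 SD below the library mean, with starting fluorescence not abnormally high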;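 note: negative B-score means reduced calcium response which marks RGS4 activation or potentiation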
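System – HEK293 FlpIn-TREx cells, stable M3R, doxycycline-inducible RGS4 · Reagent – ECmax carbachol challenge · Times – compound preincubation 20 min at room temperature before agonist · Technique – Fluo4 fluorescence kinetic imaging of calcium · Measure – B score of integrated Fluo4 ratio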
Dyrk1A ADPGlo: rat Dyrk1A kinase inhibitors, primary screen, biochemical, single point, plate reader | AID 504441, 2011 | inhibition, % at 12.5 µM | actives 0.43% (n = 310,000) | ADP-Glo luminescence, NFATc1 peptide | Dual specificity tyrosine-phosphorylation-regulated kinase 1A (Rattus norvegicus), Q63470; in the data active = inhibition above about 50%;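 note: plate controls were vehicle with enzyme for no effect and no enzyme for full effect; many of its hits are not listed in these tables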
GSK3 alpha inh: blockers of GSK3A enzyme activity – biochemical, luminescence, cell-free homogeneous, HTS, primary screen; Glycogen synthase kinase-3 alpha (Homo sapiens), P49840; GSK-3 alpha kinase, ADP-Glo luminescence, 60 min; inhibition, % at 10 µM; actives 0.1% (n = 320,000); AID 2650, 2010;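 in the data active = inhibition above about 50%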;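 note: GST-tagged GSK-3 alpha with peptide substrate and 25 µM ATP; 0% = DMSO neutral wells and 100% = GW8510 positive control wells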
KCNK9 inh: KCNK9 potassium channel inhibitors, primary screen, HEK293 cells, thallium flux; Potassium channel subfamily K member 9 (Homo sapiens), Q9NPC2; FluxOR thallium flux fluorescence; active compounds read low; B-score at 10 µM; actives 1.2% (n = 310,000);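 active = ratio B-score over 3 SD below the library mean, with starting fluorescence within 5 SD of its mean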;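 note: negative B-score means less thallium flux so channel inhibition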
The depositor's hits bear a star; i = inactive; · = not tested or not shown; & = joins results of further samples.

Every second line gives: KCNQ1 pot	RGS4 inh	PolyA inhibitor	KCNQ1 block	KCNK3 inh	hERG rescue	GSK3B inh	RGS4 pot	Dyrk1A ADPGlo	GSK3 alpha inh	KCNK9 inh
- N#CC1=C(N)SC(N)=C(C#N)C1C1C=CCCC1 (stereo not given)
  i	i	i	i	i	-4	1	i	7	20	i
- Cc1ccc(NC(=O)CCNS(=O)(=O)c2ccc(OC(F)(F)F)cc2)c(O)c1
  i	i	i	i	i	-8	4	i	-1	0	i
- O=C(COc1ccc(Cl)cc1)Nc1ccc2c(c1)nc1n2CCOC1
  i	i	i	i	i	-4	-1	i	2	-2	i
- O=C(/C=C/c1ccc(Br)o1)NCc1ccccc1
  i	i	i	i	i	-6	-1	i	6	20	-6.8*
- COc1ccc(C(=O)CSc2nnc(-c3cnccn3)n2Cc2ccco2)cc1
  i	i	i	i	i	-19	-2	i	3	1	i
- COc1ccc(N2CCN(S(=O)(=O)c3cccc4nsnc34)CC2)cc1
  i	i	i	i	i	-6	0	i	-1	1	i
- CCCn1c(C(=O)OC)cc2c1ccn2-c1ccc(F)cc1
  i	i	i	i	i	-11	1	i	-4	·	i
- Cc1cc(NC(=O)CCN2CCC(C(N)=O)CC2)ccc1Br
  i	i	i	i	i	-2	-2	i	-5	0	i
- O=C(OC(C(=O)NCc1cccs1)c1ccccc1Cl)c1ccco1 (stereo not given)
  i	i	i	i	i	-3	1	i	·	-1	i
- Cc1ccc(COC(=O)CCCN=C2NS(=O)(=O)c3ccccc32)cc1
  i	i	i	i	i	-21	1	i	16	-3	i
- O=c1cc(-c2ccc(F)cc2)oc2ccccc12
  i	i	i	i	i	-4	-1	i	22	·	i
- CN1c2ccccc2C(=O)/C(=C\Nc2ccc(F)cc2F)S1(=O)=O
  i	i	i	i	i	-3	-1	i	6	1	i
- CC(NC(=O)CC(c1ccccc1)c1cc(Cl)ccc1O)c1ccccc1 (stereo not given)
  i	i	i	i	i	-8	-1	i	-4	-3	i
- Cc1ccc(N(C(=O)Cn2nnc3ccccc32)C(C(=O)NCc2ccccc2)c2ccccn2)cc1 (stereo not given)
  i	i	i	i	i	-12	-2	i	2	-6	i
- COc1cccc(N2CCN(C3CC(=O)N(c4ccc(C)c(Cl)c4)C3=O)CC2)c1 (stereo not given)
  i	i	i	i	i	-9	3	i	-6	-2	i
- C=CCn1c(C)c(/C=C/c2cc[n+](C)cc2)c2ccccc21
  i	i	i	i	i	-34	1	i	1	2	i
- Cc1ccc(O)c(Nc2c3ccccc3nc3ccccc23)c1
  i	i	i	i	i	-19	1	i	3	0	i
- O=C(Cc1cccs1)N/N=C/C=C/c1ccccc1
  i	i	i	i	i	-9	1	i	0	0	i
- CN(C(=O)CCn1c(=S)oc2ccccc21)c1ccc(F)cc1
  i	i	i	i	i	-12	3	i	-1	0	i
- Cc1ccc(S(=O)(=O)N(C)c2ccccc2C(=O)Nc2ccc(F)cc2F)cc1
  i	i	i	i	i	-4	-1	i	-1	-1	i
- O=C1N(c2ccc(Cl)c(Cl)c2)CN(Cc2ccccc2)CN1n1cnnc1
  i	i	i	i	i	-2	-2	i	20	0	i
- COc1cc(/C=C/c2ccc3cccc(OC)c3n2)c(O)c([N+](=O)[O-])c1
  i	i	i	i	i	-11	0	i	1	0	i
- O=C1CCN(Cc2ccc(O)cc2)CCN1[C@H](CO)Cc1ccccc1
  i	i	i	i	i	4	1	i	3	2	i
- Cc1ccc(C2CC(=O)Nc3sc(C(N)=O)c(N)c32)cc1 (stereo not given)
  i	i	i	i	i	-4	5	i	2	5	i
- CC1(C)OC(=O)C(=CNCCc2ccc(O)cc2)C(=O)O1
  i	5.7*	i	i	i	-12	-3	i	1	-1	i
- Brc1cnc(N2CCCC2)nc1N1CCOCC1
  i	i	i	i	i	4	0	i	-11	-1	i
- CCCCN(CC)S(=O)(=O)c1ccc(C(=O)N=c2sc3cc(NC(C)=O)ccc3n2C)cc1
  i	i	i	i	i	-7	3	i	-18	0	i
- CCn1c(C)nc2cc(C(=O)N=Nc3c(O)[nH]c4c(C)cc(C)cc34)ccc21
  i	i	i	i	·	-7	5	i	·	-1	i
- CCc1ccc(NC(=O)Cn2nc(C(F)(F)F)c3c2CCC3)cc1
  i	i	i	i	i	-13	3	i	-1	1	i
- CCOC(=O)c1c(C)c(C(=O)NCc2ccco2)c(C)n1C
  i	i	i	i	i	-8	0	i	6	·	i
- Cc1ccc(NC(=O)/C=C/C(=O)O)c([N+](=O)[O-])c1
  i	i	i	i	i	2	-2	i	·	-1	i
- CCOc1ccccc1NC(=O)c1c(Br)cnn1C
  i	i	i	i	i	-8	-1	i	16	·	i
- CN(Cc1cn(-c2ccccc2)nc1-c1ccc(F)cc1)C(=O)CCC(=O)O
  i	i	i	i	i	-3	1	i	-3	-3	i
- CC(=O)Nc1ccc(-c2csc(NCc3ccccc3)n2)cc1
  i	i	i	i	i	-10	3	i	-4	0	i
- Cc1ccc2c(C(=O)CN3CCCCC3)c(C)[nH]c2c1
  i	i	i	i	i	0	2	i	-1	-1	i
- O=C(Nc1ccc(-c2cn3ccsc3n2)cc1)C1CCCC1
  i	i	i	i	i	-5	2	i	10	-2	i
- Cc1cc(C)n(C(=O)CN2C(=O)COc3ccccc32)n1
  i	i	i	i	i	-8	2	i	-1	-2	i
- COc1cc(OC)cc(C(=O)NCC(=O)NC(C)c2ccccc2)c1 (stereo not given)
  i	i	i	i	i	-8	-3	i	1	0	i
- Cc1ccc(-n2ccc(=O)c(C(=O)Nc3ccc(S(=O)(=O)Nc4onc(C)c4C)cc3)n2)cc1
  i	i	i	i	i	-14	1	i	·	-1	i
- CC(C)(C)Cc1nnc(NS(=O)(=O)c2ccccc2)s1
  i	i	i	i	i	-3	7	i	-7	-3	i
- O=C(CSc1nnc(Cc2ccccc2)o1)NCc1ccco1
  i	i	i	i	i	-4	0	i	5	1	i
- COc1cccc(Nc2ccc([N+](=O)[O-])c3nonc23)c1
  i	i	i	i	i	-9	-3	i	·	3	i
- Cc1cc2ncn(C(=O)N3CCCC3)c2cc1C
  i	i	i	i	i	-2	-4	i	5	-1	i
- CSc1nc(N2CCN(Cc3ccc4c(c3)OCO4)CC2)c2ccccc2n1
  i	i	i	i	-13*	-10	0	i	6	-2	i
- CN(C(=O)COc1ccc(Br)cc1Cl)C1CCCCC1
  i	i	i	i	i	-12	2	i	-5	-3	i
- Cc1nn2c(N3CCN(C4CCCC4)CC3)cc(C(C)(C)C)nc2c1-c1ccccc1
  i	i	i	i	i	-13	0	i	-5	1	i
- O=C(CCS(=O)(=O)c1cccc2nonc12)NCCc1ccccc1Cl
  i	i	i	i	i	-4	-1	i	1	0	i
- CCCCCCC(=O)N(O)C1CC(=O)N(c2ccccc2)C1=O (stereo not given)
  i	i	i	i	·	-6	-2	i	·	-3	i
- Cc1cccc(CC2S/C(=N/N=C/c3ccco3)N(c3ccccc3)C2=O)c1 (stereo not given)
  i	i	i	i	i	-1	0	i	1	0	i
- CC1CCN(S(=O)(=O)c2cccc(C(=O)N(Cc3ccccc3)c3ccccn3)c2)CC1
  i	i	i	i	i	-18	6	i	4	0	i
- O=C(O)CC1c2ccccc2S(=O)(=O)N1Cc1ccccc1 (stereo not given)
  i	i	i	i	i	-8	1	i	6	-4	i
- O=C(NCc1ccc2c(c1)OCO2)C1CC(c2ccc(Cl)c(Cl)c2)=NO1 (stereo not given)
  i	i	i	i	i	-6	1	i	8	-3	i
- COc1ccc(C(=O)/C=C/NCc2ccc(F)cc2)cc1OC
  i	i	i	i	i	-10	4	i	·	-2	i
- CCCc1cc(=O)[nH]c(SCC(=O)NCCC2=CCCCC2)n1
  i	i	i	i	i	-14	-2	i	-7	-1	i
- Cc1ccccc1Nc1c([N+](=O)[O-])ccc2c1=NC1(CCCCC1)N=2
  i	i	i	i	i	-6	3	i	2	4	i
- Fc1ccc(Cn2cccc2C2=NC(c3ccccc3)CO2)cc1 (stereo not given)
  i	i	i	i	i	-11	5	i	4	·	i
- COc1ccc(S(=O)(=O)CCC(=O)NCCc2ccc(Cl)cc2)cc1
  i	i	i	i	i	-13	2	i	-4	3	i
- COc1ccc(-n2c(SCC(=O)N3CCN(c4ccccc4)CC3)nc3c(c2=O)SCC3)cc1
  i	i	i	i	i	-7	4	i	4	-1	i
- CN(C(=O)COC(=O)c1cc(-c2ccc(Cl)s2)nc2ccccc12)C1CCS(=O)(=O)C1 (stereo not given)
  i	i	i	i	i	-4	-2	i	-1	0	i
- CC(NC(=O)c1ccc(C(C)(C)C)cc1)C(c1cccs1)N1CCOCC1 (stereo not given)
  i	i	i	i	i	-4	-4	i	-3	1	i
- O=S(=O)(/N=C(/Nc1ccc(Cl)c(S(=O)(=O)Nc2ccccc2Cl)c1)c1ccc(F)cc1)c1ccccc1
  i	i	i	i	i	-11	-6	i	0&1	-1	i
- O=C(Nc1ncc(Cc2cccc(Cl)c2)s1)c1cccs1
  i	i	i	i	i	-4	-3	i	4	-2	-6.7*

These rows are one share of the data; rates above refer to the full screens.
